DT40 TDP1 no CPT: qHTS for Inhibitors of human tyrosyl-DNA phosphodiesterase 1 (TDP1): qHTS in cells in absence of CPT; DT40 Tdp1-/- hTDP1 cells, no CPT, ATP luminescence, 48 h; Potency, µM (titrated, usually from 46.2 µM), without a hit: at the highest dose activity change, negative = growth inhibition, usual class: inhibitors; 15% of 420,000 active; AID 686978, 2013; active means well fitted inhibition curve with a large enough effect; inconclusive means small, poorly fitted or top-dose-only effect; further: nearly all actives have a fitted effect of over 55% in size
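Seeded 400 DT40-hTDP1 cells/well (vehicle DMSO, no 20 nM CPT); pinned compounds; ≥48 hr at 37 °C; CellTiter-Glo luminescence as viability measure.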
* = called active by the depositor; ? = inconclusive. On the % scale 0 is the no-effect control and ±100 the full control effect; potency means the concentration at half of the fitted maximal effect. These rows are one share of the data. The share of hits here may be higher or lower than overall.

no.	SMILES	DT40 TDP1 no CPT
1	COc1cc(NC(=O)CSc2nnc3c4ccccc4n(C)c3n2)cc(OC)c1OC	?
2	COc1cccc(NC(=O)CN(C)C(=O)c2cc(CN3C(=O)c4ccccc4C3=O)ccc2OC)c1	-21%
3	COC(=O)c1cn(CC(C)n2c(=O)c3ccccc3n2Cc2cc(C(C)C)no2)nn1 (configuration not stated)	19%
4	CCCS(=O)(=O)NC(=O)C1(C)CCN(C(=O)c2ccc(OC)c(F)c2)C1 (configuration not stated)	-3%
5	O=C(NCc1cccnc1)C(=O)NCC1OCCCN1S(=O)(=O)c1cc(F)ccc1F (configuration not stated)	2%
6	CC1(C(=O)NC2CCCC2)CCC(=O)N1CCOc1ccccc1 (configuration not stated)	5%
7	O=C(COC(=O)c1cccc(S(=O)(=O)N2CCCC2)c1)Nc1ccc(Cl)cc1	-5%
8	COCCCN1C(=O)C(CC(=O)NCC2CCCCC2)CC(C(=O)N(C)C)=C1C (configuration not stated)	-2%
9	CCOc1cc(/C=C2\SC(=S)N(NS(=O)(=O)c3ccc(C)cc3)C2=O)ccc1O	-3%
10	COCc1cccc(-c2csc(C(O)c3ccc(OC)cc3)n2)c1 (configuration not stated)	?
11	CCCCn1c(N)c(N(CCOC)C(=O)c2cc(S(=O)(=O)N3CCOCC3)ccc2Cl)c(=O)[nH]c1=O	14%
12	CCOC(=O)c1c[nH]c2ccc([N+](=O)[O-])cc12	?
13	Cc1nc(-c2ccccc2)sc1C(=O)NS(=O)(=O)c1ccc(CN2CCN(c3ccccc3)CC2)cc1	0%
14	CCNC(=O)C1(C)CCCN(Cc2ccc3ccccc3c2Br)C1 (configuration not stated)	18µM*
15	Cc1ccc(C(=O)NCCN2CCC(n3c(=O)[nH]c4ccccc43)CC2)cc1	?
16	COc1ccc(CNc2cccnc2)c(OC)c1OC	-5%
17	Cc1ccsc1/C=N/NC(=O)Cc1ccc([N+](=O)[O-])cc1	?
18	COc1cccc(OCc2cc(C(=O)N(C)C3CCCCC3)no2)c1	-24%
19	COc1cccc(Cn2c3ccc(NC(=O)CCc4ccc(F)cc4)cc3c(=O)n2C)c1	3.7µM*
20	CNc1ncnc2c1ncn2[C@H]1CN(Cc2ccccc2)C[C@@H](CO)O1	-10%
21	Nc1[nH]c(C(=O)c2ccccc2)c(-c2ccccc2Cl)c1C(=O)c1ccccc1	?
22	CC(C)c1ccc(Nc2ncc3c(n2)CCN(C(=O)NC2CCCCC2)C3)cc1	?
23	CN1C[C@@H]2[C@@H]3C(=O)N(Cc4ccccc4)C(=O)[C@@H]3[C@](Cc3ccccc3)(C1=O)N2C(=O)c1ccc(C(C)(C)C)cc1	16µM*
24	COc1ccc2c(c1)[C@H]1[C@H](CO2)[C@H](c2ccccc2)[C@@]2(C)C(=O)N[C@H](C)C(=O)N12	7%
25	CCOC(=O)C1=CCN(S(=O)(=O)c2ccc(C)cc2)C1c1cccc(F)c1 (configuration not stated)	23µM*
26	Cc1c(C(=O)NCc2ccc(C(F)(F)F)cc2)sc(=O)n1Cc1ccc(S(=O)(=O)N(C)C)cc1	23µM*
27	CCOC1=C2CN(S(=O)(=O)c3ccc(Cl)cc3)[C@H](c3ccccc3)C[C@@H]2N(S(=O)(=O)c2ccc(C)cc2)[C@H](c2ccccc2)C1	?
28	COc1ccc(-c2cc3nc(NCc4ccc(NC(C)=O)cc4)n(C)c(=O)c3s2)cc1OC	-1%
29	CCn1c(-c2cccc(OC)c2)nc2cc(NC(C)=O)cc(C(=O)N(C)CC3COCCO3)c21 (configuration not stated)	-17%
30	Cc1csc(=O)n1CCC(=O)OCC(=O)Nc1ccc(N2CCOCC2)cc1	-5%

The list continues:
no.	SMILES	DT40 TDP1 no CPT
31	CN1OC[C@@H]2CN(C(=S)NCCc3ccccc3)[C@H](c3ccc(-n4ccnc4)cc3)C[C@@H]21	-26%
32	COc1ccc(OC)c2c(/C=C/c3c(C)[nH]c4ccccc34)ccnc12	11µM*
33	CCCCn1nnnc1C(c1ccccc1)N1CCN(c2ncccn2)CC1 (configuration not stated)	21µM*
34	CN(CC(=O)O)c1ccc(C=O)cc1	-6%
35	COC(=O)[C@]12CCCCC=C1N(Cc1ccc3c(c1)OCO3)C(=O)[C@H](CC(=O)NCc1cccc3ccccc13)C2	?
36	O=C(NCCCN1CCCC1=O)Nc1ccc(Cl)cc1	3%
37	Nc1nnnn1/N=C/c1ccccc1O	-26%
38	N/C(=N\NS(=O)(=O)c1ccccc1)c1ccccn1	?
39	CCCCNC(=O)c1nc(-c2cc3ccccc3[nH]2)oc1-c1cccc(C(F)(F)F)c1	?
40	COCCN(C(=O)Cc1csc(-c2cccc(Cl)c2)n1)c1c(N)n(Cc2ccccc2)c(=O)[nH]c1=O	-8%
41	CCC(=O)c1coc2ccc(O)cc12	?
42	CCCCc1c(O)nc(SCC(=O)Nc2ccc(OC)cc2)n(-c2ccc(C)c(C)c2)c1=O	2%
43	CCCCN(CCCN)c1ccc(Br)cn1	?
44	O=C1[C@@H]2[C@@H](CN3CN(c4ccccc4)N=C(c4ccccc4)[C@@]23c2ccccc2)C(=O)N1c1ccccc1	13µM*
45	CCOc1ccc2nc(SCC(=O)N(CC(C)C)c3c(N)n(CC(C)C)c(=O)[nH]c3=O)[nH]c2c1	-15%
46	CC(C)(C)C(=O)Oc1ccc(S(=O)(=O)Nc2ccccc2C(=O)NCC(=O)O)cc1	3%
47	COc1ccc(S(=O)(=O)N2CCCC(c3cc(C(=O)NCc4cccnc4)no3)C2)cc1 (configuration not stated)	?
48	CCOC(=O)c1cnc2ccccc2c1Nc1ccc(N2CCOCC2)cc1	-19%
49	CCOC(=O)C1=C(C)N(CCCC(=O)O)C(=O)NC1c1ccc2ccccc2c1 (configuration not stated)	-8%
50	CCOC(=O)[C@]12CCCC=C1N(CCC1=CCCCC1)C(=O)[C@H](CC(=O)NCC1CCCCC1)C2	?
51	C=CCn1c(SCC(=O)NCC(c2ccccc2)N(C)C)nc2sc3c(c2c1=O)CCC3 (configuration not stated)	-27%
52	CCc1ccccc1Oc1nc2cc(-c3cccc(OC)c3)sc2c(=O)n1C	-55%
53	Cc1ccc(C(=O)COC(=O)CN2C(=O)C3CC=CCC3C2=O)cc1C (configuration not stated)	-19%
54	CC(C)C[C@@H](CNCC(=O)[C@H](CC(C)C)NC(=O)c1[nH]cnc1C(=O)N[C@@H](C)CN)NC(=O)c1nc[nH]c1C(=O)N[C@@H](CC(C)C)C(=O)O	-23%
55	CCCc1ccc(C(O)c2ncc(-c3ccccc3F)[nH]2)cc1 (configuration not stated)	?
56	COc1ccccc1NC(=O)c1oc2ccccc2c1NC(=O)c1cc(OC)c(OC)c(OC)c1	?
57	Cc1nn(-c2ccccc2)c(C)c1C(=O)OCC(=O)Nc1ccc(C(N)=O)cc1	?
58	Cc1nnc(SCCCOc2ccccc2)nc1C	0%
59	CCC(CC)C(=O)N(C)c1c(C)nc2c(OCc3ccc(C#N)cc3)cccn12	18µM*
60	Cc1cccc(N2CCN(CC(O)COc3ccc4ccccc4c3)CC2)c1 (configuration not stated)	?

Remaining list, next part
no.	SMILES	DT40 TDP1 no CPT
61	O=C(Nc1cccc2ccccc12)c1csc([C@@H]2C[C@H](O)[C@@H](CO)O2)n1	-20%
62	C#CCN(CC(=O)OCC)S(=O)(=O)CCNC1CC1	-4%
63	CCOC(=O)c1cc(-c2nnc(-c3cc(OC)c(OC)c(OC)c3)o2)c(C)nc1C	16µM*
64	CCn1c(SCC(=O)NCc2ccco2)nnc1-c1ccc(N(C)C)cc1	-17%
65	CC(C)C[C@@H](CN1CCC[C@@H]1CN1C(=O)C(=O)NC[C@@H]1Cc1ccccc1)N1C[C@H](Cc2ccccc2)N(CC2CCCCC2)C(=O)C1=O	16µM*
66	CC1(C(=O)NS(=O)(=O)c2ccc(C#N)cc2)CCN1C(=O)Cc1cc(F)ccc1F (configuration not stated)	10%
67	Cc1cc(C(F)(F)F)nn1CC(=O)N(C)C1CCCCC1	?
68	COc1ccc(-n2cc([N+](=O)[O-])c(=O)c3ccc(Cl)cc32)cc1	-9%
69	O=[N+]([O-])c1ccc(NN=Cc2ccc3c(c2)OCO3)nc1	?
70	COc1ccccc1CCn1cnc(-c2ccc(Br)cc2)c1C(C)C	18µM*
71	C[C@@H]1CCCCO[C@@H](CN(C)Cc2ccccc2)[C@@H](C)CN([C@H](C)CO)C(=O)c2cc(N(C)C)ccc2O1	-10%
72	CC(C)N1CCCC(C)(C(=O)Nc2ccc3c(c2)OCO3)C1 (configuration not stated)	-3%
73	O=C1NC[C@H](CCCCN2CCN(CCc3ccccc3)C(=O)C2=O)N(Cc2ccccc2)C1=O	0%
74	O=c1cc(-c2ccccc2)oc2c1CCCC2	?
75	Fc1ccc(-c2nc3c4ccccc4ccn3c2Cc2ccsc2)cc1	15µM*
76	COc1cc(OC)c2c(c1)O/C(=C\c1ccccc1)C2=O	?
77	Cc1cccc(C)c1NC(=O)C1(C)CSCC(=O)N1C1CCN(Cc2ccccc2)CC1 (configuration not stated)	6%
78	COc1ccc(NC(=O)C2Cc3c(-c4ccccc4Oc4ccccc4)ccnc3O2)cc1OC (configuration not stated)	16µM*
79	CC1=C(C(=O)N(C)C)CC(CC(=O)NCCc2ccccn2)C(=O)N1CCCN1CCCC1=O (configuration not stated)	6%
80	Cc1ccc(C(=O)N2[C@@H]3CN(C)C(=O)[C@@]2(Cc2ccccc2)[C@H]2C(=O)N(C)C(=O)[C@@H]32)cc1	2%
81	O=C1CC(c2ccccc2)=NO1	5%
82	O=C(COC(=O)Cc1c[nH]c2ccccc12)Nc1cccc(Br)c1	?
83	CCCCCCCCCCCCCCCCCC(=O)[O][Al]	-7%
84	CCOc1ccc(S(=O)(=O)N2CCN(C3CC(=O)N(c4cccc(C(C)=O)c4)C3=O)CC2)cc1 (configuration not stated)	-18%
85	O=C(CCc1c[nH]c2ccccc12)N1CCN(S(=O)(=O)c2ccc([N+](=O)[O-])cc2)CC1	?
86	COc1ccccc1-c1ccc2c(c1)C(C)(Cc1ccc(OC(F)(F)F)cc1)C(=O)N2 (configuration not stated)	?
87	CC(C)CC(N)c1csc(NC(=O)Nc2ccccc2C(C)(C)C)n1 (configuration not stated)	?
88	Brc1ccc2nc(-c3ccccc3)c(Cc3ccsc3)n2c1	23µM*
89	COCOc1ccc(C=O)c(O)c1	-35%
90	NC(=S)NN=C1c2ccccc2-c2c(F)c(F)c(F)c(F)c21	12µM*

In the list so far, six have a thiophene ring, fused or not.
no.	SMILES	DT40 TDP1 no CPT
17	Cc1ccsc1/C=N/NC(=O)Cc1ccc([N+](=O)[O-])cc1	?
28	COc1ccc(-c2cc3nc(NCc4ccc(NC(C)=O)cc4)n(C)c(=O)c3s2)cc1OC	-1%
51	C=CCn1c(SCC(=O)NCC(c2ccccc2)N(C)C)nc2sc3c(c2c1=O)CCC3 (configuration not stated)	-27%
52	CCc1ccccc1Oc1nc2cc(-c3cccc(OC)c3)sc2c(=O)n1C	-55%
75	Fc1ccc(-c2nc3c4ccccc4ccn3c2Cc2ccsc2)cc1	15µM*
88	Brc1ccc2nc(-c3ccccc3)c(Cc3ccsc3)n2c1	23µM*

Following part
no.	SMILES	DT40 TDP1 no CPT
91	CCOc1cc(C(=O)NC2CCCCCCC2)cc(OCC)c1OCC	?
92	Nc1c(N(CCO)C(=O)c2ccccc2OCc2ccccc2Cl)c(=O)[nH]c(=O)n1Cc1ccccc1	-30%
93	O/N=C(/C[n+]1csc2ccccc21)c1ccccc1	1.1µM*
94	CC(C)CN(C(=O)Cn1c(C(F)(F)F)nc2ccccc21)c1c(N)n(Cc2ccccc2)c(=O)[nH]c1=O	-1%
95	COc1ccc(C2=NOC(C)(c3nnc(-c4ccccc4)o3)C2)cc1 (configuration not stated)	5%
96	CC(C)(C)NC(=O)C1C(c2ccc(C(F)(F)F)cc2)=Nc2ccccc2N1C(=O)c1cccc(C(F)(F)F)c1 (configuration not stated)	?
97	Cn1c(=NC(=O)CS(=O)(=O)c2ccccc2)sc2cc(F)ccc21	?
98	O=C(c1[nH]c(C(F)(F)F)nc1-c1ccccc1)N1CCN(CCN2CCOCC2)CC1	5%
99	C[C@@H]1COc2cccc(N3CCC[C@@H]3CO)c2S(=O)(=O)N1	-3%
100	Nc1sccc1C(=O)N1CCN(c2ccccc2)CC1	16µM*
101	c1ccc(Cn2ccnc2C2OCCO2)cc1	?
102	CNc1nc(Nc2ccc(C)cc2C)c2sccc2n1	16µM*
103	CC(=O)Nc1cnc(-c2ccc(O)cc2C)cn1	?
104	Cc1ccc(F)c(S(=O)(=O)NC(=O)C2(C)CCN2C(=O)Cc2cccc3ccccc23)c1 (configuration not stated)	-3%
105	CSc1ccc(C(O)c2ncc(-c3ccccc3Cl)[nH]2)cc1 (configuration not stated)	-27%
106	Cc1ccc([C@H]2C[C@H](n3cc(-c4ccc(F)cc4)nn3)[C@@H](O)CN2C(=O)c2cccs2)cc1	?
107	CC1=C(C(=O)N(C(C)C)C(C)C)CC(CC(=O)NCCc2ccccn2)C(=O)N1CCC1=CCCCC1 (configuration not stated)	?
108	CC1(C)S[C@@H]2[C@H](NC(=O)[C@H](NC(=O)N3CCN(S(C)(=O)=O)C3=O)c3ccccc3)C(=O)N2[C@H]1C(=O)O	-28%
109	COc1ccc(Cl)cc1CC=NNC(=O)c1ccncc1	12µM*
110	CC1C(=O)N(Cc2cn(Cc3ccco3)nn2)CCS(=O)(=O)N1Cc1ccc(-c2cccc(N(C)C)c2)cc1 (configuration not stated)	16µM*
111	CCN1C[C@@H]2[C@@H]3C(=O)N(C)C(=O)[C@@H]3[C@](CC)(C1=O)N2C(=O)c1ccc(C(F)(F)F)cc1	3%
112	CCOC(=O)c1c(NC(=O)CSc2nnc(-c3ccc(Cl)cc3)o2)sc2c1CCC2	?
113	O=C1Nc2ccccc2C(=O)N(c2ccc3c(c2)OCCO3)C1C(=O)NC1CC1 (configuration not stated)	-1%
